Bim-Bcl-W: human Bim-Bcl-W interaction inhibition. bead-based flow cytometry, Bim peptide-Bcl-W binding. inhibition, % at 10 µM. 0.02% of 190,000 active;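 further: 0% = bound tracer without compound and 100% = peptide blocker; higher means less fluorescent Bim peptide bound to Bcl-W beads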
Target sequence (Q92843 whole entry, looked up): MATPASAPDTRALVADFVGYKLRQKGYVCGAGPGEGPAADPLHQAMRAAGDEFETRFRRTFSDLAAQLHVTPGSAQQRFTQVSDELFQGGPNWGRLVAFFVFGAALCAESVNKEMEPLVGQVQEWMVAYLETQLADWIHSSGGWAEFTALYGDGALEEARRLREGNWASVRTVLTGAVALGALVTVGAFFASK
Rab7 wt GTP bind: modulators of GTP binding to dog Rab7 wildtype GTPase | GST-Rab7 beads, fluorescent GTP binding, flow cytometry; actives lie on both sides; untreated = 100%, excess cold GTP = 0% | GTP binding activity (percent of control), % at 10 µM | 0.055% of 190,000 active | AID 758;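 active means fluorescent GTP binding to Rab7 beads changed by at least 20 points from the 100% baseline, either direction, mostly lower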;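 further: median green fluorescence of bound Bodipy-FL-GTP per Rab7 bead population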
Bcl-B Bim block: human Bim-Bcl-B interaction inhibition; Q9HD36; bead-based flow cytometry, Bim peptide-Bcl-B binding; inhibition, % at 10 µM; 0.073% of 190,000 active; AID 951;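 further: 0% = tracer peptide without compound and 100% = reference inhibitor peptide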
Rab2 wt GTP: changes GTP binding to wildtype dog Rab2A, up or down; GTP binding activity, % at 10 µM; GST-Rab2 wt beads, Bodipy-GTP binding, flow cytometry; AID 760; 0.19% of 190,000 active; P61105;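 active means GTP binding activity at least 20 points away from 100%, either lowered or raised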;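 further: 0% = beads with excess unlabeled GTP and 100% = no-compound control corrected for plate trend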
Bim-Bcl-XL: disrupts Bim peptide binding to human Bcl-XL. 0.04% of 190,000 active. bead flow cytometry, fluorescence. AID 1007. Q07817. inhibition, % at 10 µM
Target sequence (Q07817 whole entry, looked up): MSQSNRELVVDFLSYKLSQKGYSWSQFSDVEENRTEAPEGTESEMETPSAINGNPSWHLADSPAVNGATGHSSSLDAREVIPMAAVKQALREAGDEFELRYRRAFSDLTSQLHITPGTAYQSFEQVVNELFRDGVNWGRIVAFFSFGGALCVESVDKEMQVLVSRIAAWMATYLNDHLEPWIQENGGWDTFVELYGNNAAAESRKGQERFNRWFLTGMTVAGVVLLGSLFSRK
Bim-Bfl-1: disrupts Bim binding to human Bfl-1; inhibition, % at 10 µM; AID 1008; Bead-based flow cytometry, Bim-Bfl-1 binding inhibition; 0.12% of 190,000 active; Q16548;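 further: 0% = wells without compound plus tracer and 100% = blocker peptide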
HRas wt GTP: modulators of GTP binding to human HRas wildtype. P01112. GTP binding activity, % at 10 µM. AID 759. 0.14% of 190,000 active. GST-Ras wt beads, Bodipy-FL-GTP binding, flow cytometry; actives lie on both sides;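 active means GTP binding activity at least 20% away from the 100% baseline, either lowered as inhibitor or raised as activator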;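 further: 0% = unlabeled GTP competition control and 100% = no-compound control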
Target sequence (P01112 whole entry, looked up): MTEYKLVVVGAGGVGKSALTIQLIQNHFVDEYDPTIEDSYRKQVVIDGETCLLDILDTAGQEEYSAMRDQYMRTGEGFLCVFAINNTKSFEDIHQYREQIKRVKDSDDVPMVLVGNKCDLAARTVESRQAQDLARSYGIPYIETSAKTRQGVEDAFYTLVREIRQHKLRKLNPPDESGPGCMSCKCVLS
Rac1 wt modul: modulators of human Rac1 wildtype GTP binding | P63000 | GST-Rac1 beads, fluorescent GTP binding, flow cytometry; actives lie on both sides; 0 = cold GTP competed, 100 = untreated | GTP binding activity (% of control), % at 10 µM | 0.27% of 190,000 active | AID 757;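 active means GTP binding activity at least 20 points away from the 100% control level, either lower or higher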
Rac1 mut GTP: modulators of GTP binding to human Rac1 activated mutant; percent activity (GTP binding), % at 10 µM; GST-Rac1 activated beads, fluorescent GTP binding, flow cytometry; actives lie on both sides; 100% means binding = to untreated wells; AID 764; 0.11% of 190,000 active; P63000;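 active means GTP binding at least 20 percentage points away from the 100% baseline, in either direction, so actives lie on both sides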
Bim-Bcl-2: inhibitors of Bim-Bcl-2 interaction, human; P10415; Bead-based flow cytometry, Bim peptide-Bcl-2 binding; inhibition, % at 10 µM; 0.06% of 190,000 active; in the data active means inhibition above about 40%;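 further: 0% = no compound wells with probe peptide and 100% = reference peptide inhibitor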
Target sequence (P10415 whole entry, looked up): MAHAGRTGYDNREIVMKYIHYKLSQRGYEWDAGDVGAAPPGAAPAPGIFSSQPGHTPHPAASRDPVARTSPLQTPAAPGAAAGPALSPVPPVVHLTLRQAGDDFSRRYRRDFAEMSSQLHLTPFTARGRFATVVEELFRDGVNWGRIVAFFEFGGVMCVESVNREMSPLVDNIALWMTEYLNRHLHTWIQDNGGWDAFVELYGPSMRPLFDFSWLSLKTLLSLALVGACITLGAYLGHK
Cdc42 wt GTP: changes GTP binding to wildtype human Cdc42. percent activity (GTP binding), % at 10 µM. AID 761. GST-Cdc42 beads, Bodipy-GTP binding, flow cytometry; actives lie on both sides. P60953. 0.2% of 190,000 active;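 active means percent activity GTP binding at least 20 points away from the 100% baseline, either down as inhibitor or up as activator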;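 further: median bead fluorescence of bound Bodipy-FL-GTP at 100 nM; 0% = excess unlabeled GTP control and 100% = no compound control; below 100% means less GTP binding so inhibitor and above means activator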
* marks the source's active call; other numbers are inactive results. Unless noted, no stated cut-off is given here; in the data, active means inhibition above about 40%.

How did COc1ccc(CCC(N)=O)cc1OC do in these assays?
Bim-Bcl-W: -3.0; Rab7 wt GTP bind: 102.0; Bcl-B Bim block: -3.0; Rab2 wt GTP: 103.0; Bim-Bcl-XL: -4.0; Bim-Bfl-1: -1.0; HRas wt GTP: 104.0; Rac1 wt modul: 107.0; Rac1 mut GTP: 104.0; Bim-Bcl-2: 2.0; Cdc42 wt GTP: 106.0

Results for c1cc(-c2nn[nH]n2)ccc1CN1CCCCC1 ?
Bim-Bcl-W: -4.0; Rab7 wt GTP bind: 103.0; Bcl-B Bim block: -12.0; Rab2 wt GTP: 98.0; Bim-Bcl-XL: -10.0; Bim-Bfl-1: -24.0; HRas wt GTP: 101.0; Rac1 wt modul: 106.0; Rac1 mut GTP: 97.0; Bim-Bcl-2: -15.0; Cdc42 wt GTP: 100.0

Results for CCCc1cc(=O)[nH]c(SCC(=O)c2cc(C)n(CCOC)c2C)n1 ?
Bim-Bcl-W: -4.0; Rab7 wt GTP bind: 100.0; Bcl-B Bim block: -6.0; Rab2 wt GTP: 99.0; Bim-Bcl-XL: -9.0; Bim-Bfl-1: -19.0; HRas wt GTP: 101.0; Rac1 wt modul: 103.0; Rac1 mut GTP: 98.0; Bim-Bcl-2: -8.0; Cdc42 wt GTP: 100.0

How did COc1cc(/C=C/c2noc(-c3ccccc3O)n2)cc(OC)c1OC do in these assays?
Bim-Bcl-W: -3.0; Rab7 wt GTP bind: 97.0; Bcl-B Bim block: -5.0; Rab2 wt GTP: 96.0; Bim-Bcl-XL: -5.0; Bim-Bfl-1: -11.0; HRas wt GTP: 100.0; Rac1 wt modul: 99.0; Rac1 mut GTP: 99.0; Bim-Bcl-2: -6.0; Cdc42 wt GTP: 103.0

What do the screens show for `O=C(N/N=C/c1ccc(OC(F)F)cc1)C1=COCCO1`?
Bim-Bcl-W: 2.0; Rab7 wt GTP bind: 95.0; Bcl-B Bim block: 0.0; Rab2 wt GTP: 95.0; Bim-Bcl-XL: 0.0; Bim-Bfl-1: -3.0; HRas wt GTP: 95.0; Rac1 wt modul: 99.0; Rac1 mut GTP: 94.0; Bim-Bcl-2: 0.0; Cdc42 wt GTP: 95.0

Results for CCOC(=O)c1cc(=O)c2c([N+](=O)[O-])ccc(OC)c2o1 ?
Bim-Bcl-W: -10.0; Rab7 wt GTP bind: 100.0; Bcl-B Bim block: -7.0; Rab2 wt GTP: 93.0; Bim-Bcl-XL: -12.0; Bim-Bfl-1: -1.0; HRas wt GTP: 97.0; Rac1 wt modul: 97.0; Rac1 mut GTP: 96.0; Bim-Bcl-2: -8.0; Cdc42 wt GTP: 96.0

What do the screens show for `COc1ccc(CCN(Cc2cccs2)S(=O)(=O)c2ccc(S(=O)(=O)N(C)C3CCCCC3)cc2)cc1OC`?
Bim-Bcl-W: -7.0; Rab7 wt GTP bind: 98.0; Bcl-B Bim block: -13.0; Rab2 wt GTP: 97.0; Bim-Bcl-XL: -10.0; Bim-Bfl-1: -21.0; HRas wt GTP: 100.0; Rac1 wt modul: 99.0; Rac1 mut GTP: 99.0; Bim-Bcl-2: -11.0; Cdc42 wt GTP: 100.0

What do the screens show for `Cc1cc(C)c2c(c1)/C(=N/Nc1ccc(S(N)(=O)=O)cc1[N+](=O)[O-])CCC2`?
Bim-Bcl-W: 0.0; Rab7 wt GTP bind: 103.0; Bcl-B Bim block: 0.0; Rab2 wt GTP: 103.0; Bim-Bcl-XL: 2.0; Bim-Bfl-1: -3.0; HRas wt GTP: 103.0; Rac1 wt modul: 99.0; Rac1 mut GTP: 97.0; Bim-Bcl-2: -2.0; Cdc42 wt GTP: 102.0

Results for NC(=O)C1=C[C@H](c2ccc3c(c2)OCO3)C[C@H](OCc2ccc(CO)cc2)O1 ?
Bim-Bcl-W: -3.0; Rab7 wt GTP bind: 97.0; Bcl-B Bim block: 0.0; Rab2 wt GTP: 94.0; Bim-Bcl-XL: 0.0; Bim-Bfl-1: -4.0; HRas wt GTP: 94.0; Rac1 wt modul: 96.0; Rac1 mut GTP: 94.0; Bim-Bcl-2: -3.0; Cdc42 wt GTP: 92.0

Results for O=C(Nc1ccc(Cl)cc1)OCc1cncs1 ?
Bim-Bcl-W: 4.0; Rab7 wt GTP bind: 95.0; Bcl-B Bim block: 5.0; Rab2 wt GTP: 103.0; Bim-Bcl-XL: 4.0; Bim-Bfl-1: 7.0; HRas wt GTP: 101.0; Rac1 wt modul: 99.0; Rac1 mut GTP: 102.0; Bim-Bcl-2: -1.0; Cdc42 wt GTP: 100.0

How did C=CCn1cnc2c(nnn2-c2ccc(C)c(C)c2)c1=O do in these assays?
Bim-Bcl-W: -4.0; Rab7 wt GTP bind: 106.0; Bcl-B Bim block: 4.0; Rab2 wt GTP: 98.0; Bim-Bcl-XL: -3.0; Bim-Bfl-1: 5.0; HRas wt GTP: 96.0; Rac1 wt modul: 96.0; Rac1 mut GTP: 94.0; Bim-Bcl-2: 3.0; Cdc42 wt GTP: 96.0

Results for Cc1ccc(SCCNC(=O)c2ccccc2C)cc1 ?
Bim-Bcl-W: -1.0; Rab7 wt GTP bind: 99.0; Bcl-B Bim block: 0.0; Rab2 wt GTP: 99.0; Bim-Bcl-XL: -7.0; Bim-Bfl-1: 0.0; HRas wt GTP: 100.0; Rac1 wt modul: 101.0; Rac1 mut GTP: 99.0; Bim-Bcl-2: 1.0; Cdc42 wt GTP: 100.0

Results for O=c1c(Br)c(NCc2ccccc2)cnn1-c1ccc(F)cc1 ?
Bim-Bcl-W: 1.0; Rab7 wt GTP bind: 96.0; Bcl-B Bim block: -5.0; Rab2 wt GTP: 97.0; Bim-Bcl-XL: 2.0; Bim-Bfl-1: -1.0; HRas wt GTP: 95.0; Rac1 wt modul: 98.0; Rac1 mut GTP: 94.0; Bim-Bcl-2: -5.0; Cdc42 wt GTP: 95.0

Results for CCOC(=O)CCC(=O)N1CCOCCOCCN(C(=O)CCC(=O)OCC)CCOCCOCC1 ?
Bim-Bcl-W: 1.0; Rab7 wt GTP bind: 97.0; Bcl-B Bim block: -1.0; Rab2 wt GTP: 97.0; Bim-Bcl-XL: 0.0; Bim-Bfl-1: -6.0; HRas wt GTP: 99.0; Rac1 wt modul: 99.0; Rac1 mut GTP: 96.0; Bim-Bcl-2: -1.0; Cdc42 wt GTP: 97.0

What do the screens show for `CC1CCCCN1S(=O)(=O)c1cnc(Cl)c(Br)c1` (stereo not given)?
Bim-Bcl-W: -2.0; Rab7 wt GTP bind: 92.0; Bcl-B Bim block: -2.0; Rab2 wt GTP: 97.0; Bim-Bcl-XL: -2.0; Bim-Bfl-1: -1.0; HRas wt GTP: 99.0; Rac1 wt modul: 102.0; Rac1 mut GTP: 95.0; Bim-Bcl-2: -4.0; Cdc42 wt GTP: 101.0

What do the screens show for `O=c1nc2s/c(=C\c3ccc(-c4ccccc4[N+](=O)[O-])o3)c(=O)n2nc1-c1ccccc1`?
Bim-Bcl-W: 10.0; Rab7 wt GTP bind: 99.0; Bcl-B Bim block: 0.0; Rab2 wt GTP: 99.0; Bim-Bcl-XL: 0.0; Bim-Bfl-1: 25.0; HRas wt GTP: 98.0; Rac1 wt modul: 99.0; Rac1 mut GTP: 98.0; Bim-Bcl-2: 9.0; Cdc42 wt GTP: 97.0

What do the screens show for `N#CC(c1ccccc1)N(CCCCl)C(=O)c1ccccc1` (stereo not given)?
Bim-Bcl-W: 11.0; Rab7 wt GTP bind: 97.0; Bcl-B Bim block: 9.0; Rab2 wt GTP: 100.0; Bim-Bcl-XL: 16.0; Bim-Bfl-1: 21.0; HRas wt GTP: 102.0; Rac1 wt modul: 101.0; Rac1 mut GTP: 99.0; Bim-Bcl-2: 12.0; Cdc42 wt GTP: 98.0

What do the screens show for `CCOc1ccc(NC(=O)CC2CC(C)(C)OC2=O)cc1` (stereo not given)?
Bim-Bcl-W: 0.0; Rab7 wt GTP bind: 95.0; Bcl-B Bim block: 2.0; Rab2 wt GTP: 96.0; Bim-Bcl-XL: -3.0; Bim-Bfl-1: 1.0; HRas wt GTP: 100.0; Rac1 wt modul: 97.0; Rac1 mut GTP: 94.0; Bim-Bcl-2: -1.0; Cdc42 wt GTP: 98.0

How did CC(NC(=O)Nn1cnnc1)(C(F)(F)F)C(F)(F)F do in these assays?
Bim-Bcl-W: 0.0; Rab7 wt GTP bind: 105.0; Bcl-B Bim block: -9.0; Rab2 wt GTP: 104.0; Bim-Bcl-XL: -6.0; Bim-Bfl-1: -11.0; HRas wt GTP: 106.0; Rac1 wt modul: 108.0; Rac1 mut GTP: 102.0; Bim-Bcl-2: -12.0; Cdc42 wt GTP: 106.0

Results for C=CCNC(=S)N/N=C(\C)c1ccc(OC)cc1 ?
Bim-Bcl-W: -1.0; Rab7 wt GTP bind: 95.0; Bcl-B Bim block: -6.0; Rab2 wt GTP: 98.0; Bim-Bcl-XL: -4.0; Bim-Bfl-1: -1.0; HRas wt GTP: 100.0; Rac1 wt modul: 105.0; Rac1 mut GTP: 98.0; Bim-Bcl-2: -1.0; Cdc42 wt GTP: 100.0

How did O=C(c1ccccc1)N1CCN(c2ncnc3c2cnn3-c2ccccc2)CC1 do in these assays?
Bim-Bcl-W: -1.0; Rab7 wt GTP bind: 100.0; Bcl-B Bim block: 0.0; Rab2 wt GTP: 102.0; Bim-Bcl-XL: -3.0; Bim-Bfl-1: 1.0; HRas wt GTP: 103.0; Rac1 wt modul: 103.0; Rac1 mut GTP: 100.0; Bim-Bcl-2: 1.0; Cdc42 wt GTP: 103.0

What do the screens show for `CCCOC(=O)CSC1=C(C#N)C(c2ccccc2OC)C(C#N)C(=O)N1` (stereo not given)?
Bim-Bcl-W: 0.0; Rab7 wt GTP bind: 99.0; Bcl-B Bim block: -5.0; Rab2 wt GTP: 98.0; Bim-Bcl-XL: 5.0; Bim-Bfl-1: -6.0; HRas wt GTP: 100.0; Rac1 wt modul: 100.0; Rac1 mut GTP: 97.0; Bim-Bcl-2: -5.0; Cdc42 wt GTP: 102.0

What do the screens show for `CC(C)=NN/C(N)=N/C(=S)Nc1ccc(C)cc1`?
Bim-Bcl-W: 0.0; Rab7 wt GTP bind: 98.0; Bcl-B Bim block: -5.0; Rab2 wt GTP: 99.0; Bim-Bcl-XL: -3.0; Bim-Bfl-1: -17.0; HRas wt GTP: 99.0; Rac1 wt modul: 97.0; Rac1 mut GTP: 99.0; Bim-Bcl-2: -7.0; Cdc42 wt GTP: 98.0

How did COc1ccc(CCCC(=O)NC2CCCCC2C)c(C)c1 (stereo not given) do in these assays?
Bim-Bcl-W: 0.0; Rab7 wt GTP bind: 99.0; Bcl-B Bim block: -3.0; Rab2 wt GTP: 99.0; Bim-Bcl-XL: -2.0; Bim-Bfl-1: -1.0; HRas wt GTP: 99.0; Rac1 wt modul: 101.0; Rac1 mut GTP: 97.0; Bim-Bcl-2: -2.0; Cdc42 wt GTP: 100.0
